Coupling enz – counter-screen for Giardia aldolase inhibitors: coupling enzyme system; coupling enzyme system counterscreen, AmpLite Red fluorescence; activity change, negative = inhibition, % at 58.2 µM, hits read low; actives 0.67% (n = 290,000); AID 2472; in the data active means activity change below about -30%; further: on the % scale 0 is the no-effect control and ±100 the full control effect
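Counterscreen of the coupled detection system alone, without aldolase: glyceraldehyde-3-phosphate coupling enzymes plus AmpLite Red readout. Compounds at 57.5 uM final, 10 min RT preincubation, 20 min RT reaction, fluorescence 525/598 nm.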
NPC1 promoter act – NPC1 promoter activation | Huh7 NPC1 promoter luciferase reporter, 24 h | actives 2.4% (n = 320,000) | Potency, µM (series often up to 9.22 µM), for inactives: at the highest dose activation, most hits filed as activators | AID 485313;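 further: potency means the concentration at half of the fitted maximal effect; % of control where 0% means no effect; nearly all actives have a fitted effect of over 60% in size; reporter is driven by a mutant NPC1 promoter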
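Stably transfected Huh7 (NPC1 promoter→luciferase), 1500 cells/well in Opti-MEM + 10% FBS, 2 h settle, then compound 24 h at 37 °C. Luminescence after 10 min with Amplite reagent.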
Rab9 prom act – activators of Rab9 promoter; Huh7 Rab9 promoter-luciferase reporter, luminescence, 24 h; Potency, µM (top dose mostly 9.22 µM), for the others: at the highest dose activation, negative = inhibition, actives largely listed as activators; actives 2.8% (n = 320,000); further: potency means the concentration at half of the fitted maximal effect; % of control where 0% means no effect; nearly all actives have a fitted effect of over 60% in size
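Cells were plated at 1500 per well in reduced-serum medium with 10% FBS and left 2 h. Compound in DMSO was then added for 24 h at 37 °C. Reporter signal was read by luminescence after 10 min with luciferase detection reagent.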
Giardia killer – Giardia lamblia killing; Giardia lamblia trophozoite viability; actives 0.15% (n = 340,000); activity change, % at 7.66 µM, hits read low; in the data active means activity change below about -80%; inconclusive means between about -30% and that limit;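 further: parasites exposed to compound for two days anaerobically before the ATP read; on the % scale 0 is the no-effect control and ±100 the full control effect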
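Each well holds 100 Giardia trophozoites and compound. After two days (48 hrs) at 37 deg C in anaerobic conditions, ATP is quantified by luminescence.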
Tb PFK inh – inhibitors of T. brucei phosphofructokinase; O15648; T. brucei PFK, ADP-Glo luminescence; Potency, µM (series often up to 57.5 µM), without a hit: top-dose activity, negative = inhibition, most hits filed as inhibitors; actives 0.17% (n = 330,000);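 further: potency means the concentration at half of the fitted maximal effect; 0% = uninhibited 1x PFK enzyme wells and -100% = no-enzyme wells; nearly all actives have a fitted effect of over 60% in size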
Target sequence (O15648 whole entry, looked up): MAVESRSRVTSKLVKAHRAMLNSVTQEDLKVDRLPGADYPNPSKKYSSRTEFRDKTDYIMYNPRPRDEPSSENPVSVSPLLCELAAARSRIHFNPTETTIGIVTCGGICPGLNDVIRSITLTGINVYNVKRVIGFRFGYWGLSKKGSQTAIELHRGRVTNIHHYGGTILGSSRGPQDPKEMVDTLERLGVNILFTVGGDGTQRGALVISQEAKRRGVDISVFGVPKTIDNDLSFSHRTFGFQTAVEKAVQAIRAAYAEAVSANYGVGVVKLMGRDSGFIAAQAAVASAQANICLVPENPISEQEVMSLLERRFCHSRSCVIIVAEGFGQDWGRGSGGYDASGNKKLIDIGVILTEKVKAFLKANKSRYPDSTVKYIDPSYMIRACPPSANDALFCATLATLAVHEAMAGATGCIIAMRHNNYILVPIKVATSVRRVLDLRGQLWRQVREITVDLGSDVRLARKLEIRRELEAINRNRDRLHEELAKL
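Luminescent ADP detection (ADP-Glo, two-step: ATP depletion then ADP-to-ATP conversion for luciferase) reported PFK activity after 45 min room-temperature reaction of 1.25 nM enzyme with 0.5 mM F6P and 0.1 mM ATP at pH 8.0.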
uPA surface inh – blocks generation of uPA at the cell surface; cell surface uPA generation assay, qHTS; Potency, µM (top dose mostly 38.3 µM), without a hit: at the top dose activity change, negative = inhibition, hits mostly inhibitors; actives 0.31% (n = 330,000); AID 540303; active means well fitted inhibition curve with a large enough effect; inconclusive means small, poorly fitted or top-dose-only effect; inactive means no such curve, though single readings can be large or run the other way; tested in mouse RAW 264.7 cells; further: potency means the concentration at half of the fitted maximal effect; on the % scale 0 is the no-effect control and ±100 the full control effect; nearly all actives have a fitted effect of over 55% in size
RORg inh – ROR gamma (mouse) transcription inhibition. P51450. AID 2551. Drosophila S2 Gal4-RORgamma UAS-luciferase reporter, 20 h. Potency, µM (highest dose often 53.6 µM), inactives show at the highest dose activity change, negative = inhibition, most hits filed as inhibitors. actives 5.4% (n = 310,000); further: potency means the concentration at half of the fitted maximal effect; on the % scale 0 is the no-effect control and ±100 the full control effect; nearly all actives have a fitted effect of over 60% in size
Target sequence (P51450 whole entry, looked up, the tested form may be a part): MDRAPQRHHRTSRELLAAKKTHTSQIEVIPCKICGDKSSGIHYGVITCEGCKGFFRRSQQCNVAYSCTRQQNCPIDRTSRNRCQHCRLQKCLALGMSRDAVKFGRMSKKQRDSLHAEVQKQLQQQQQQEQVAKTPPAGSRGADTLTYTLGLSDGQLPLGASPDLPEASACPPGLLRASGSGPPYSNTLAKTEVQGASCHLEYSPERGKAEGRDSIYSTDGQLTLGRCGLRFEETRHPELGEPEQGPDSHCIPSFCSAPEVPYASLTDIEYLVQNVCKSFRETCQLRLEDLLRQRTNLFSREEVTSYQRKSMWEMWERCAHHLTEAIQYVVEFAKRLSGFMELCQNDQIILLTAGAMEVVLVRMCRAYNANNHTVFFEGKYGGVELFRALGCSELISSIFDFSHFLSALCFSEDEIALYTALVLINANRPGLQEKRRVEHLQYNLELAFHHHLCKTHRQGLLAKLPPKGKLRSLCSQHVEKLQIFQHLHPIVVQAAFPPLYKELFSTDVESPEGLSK
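Drosophila Schneider cells stably carrying a metallothionein-driven Gal4 DBD–ROR gamma fusion and a UAS-Photinus luciferase reporter were exposed to compound for 1 hr, then induced with copper sulfate (700 uM final) for 20 hr at ambient temperature before luminescence reading.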
FLuc counter – counter-screen for miR-21 project: firefly luciferase inhibitors or activators. actives 6.9% (n = 360,000). P08659. purified FLuc, Km substrates, luminescence inhibition. Potency, µM (doses to about 57.5 µM), without a hit: at the top dose activity change, negative = inhibition, hits mostly inhibitors. AID 588342;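 further: potency means the concentration at half of the fitted maximal effect; plate controls were vehicle for no effect and reference inhibitor for full effect; nearly all actives have a fitted effect of over 55% in size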
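Purified P. pyralis luciferase, 10 nM final, with Km-level 10 uM D-luciferin and 10 uM ATP in 50 mM Tris acetate pH 7.5, 10 mM Mg acetate, 0.01% Tween-20, 0.05% BSA; 6-point qHTS titration about 60 µM downward; luminescence read.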
Gal4-VP16 FLuc – counter-screen for ROR gamma inhibitors: Gal4-VP16 reporter; Drosophila S2 Gal4-VP16 UAS-luciferase, luminescence, 20 h; AID 2546; Potency, µM (series often up to 53.6 µM), for inactives: at the top dose activity, negative = inhibition, most hits filed as inhibitors; actives 3.5% (n = 310,000);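 further: Gal4-VP16 expression switched on by copper sulfate through the metallothionein promoter; potency means the concentration at half of the fitted maximal effect; on the % scale 0 is the no-effect control and ±100 the full control effect; nearly all actives have a fitted effect of over 50% in size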
ELG1 genotox – genotoxicity induction in ELG1-luciferase HEK293T cells | HEK293T ELG1-luciferase reporter, luminescence, 16 h | Potency, µM (doses to about 46 µM), inactives show top-dose activity change, positive = activation, most hits filed as activators | actives 1.3% (n = 330,000); further: potency means the concentration at half of the fitted maximal effect; % of control where 0% means no effect; nearly all actives have a fitted effect of over 60% in size
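Quantitative HTS format in 1536-well plates. HEK293T ELG1-luciferase reporter cells receive test compound and are incubated 16 hr at 37 °C, 5% CO2; ONE-Glo added, 30 min room temperature, then luminescence read.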
KCNH2 3.1 inh – KCNH2 3.1 (human) potassium channel inhibition | activity change, % (tested at about 1.8 µM) | U2OS KCNH2 3.1, thallium flux FluxOr; active compounds read low | AID 720553 | actives 0.95% (n = 340,000);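 active means maximum activity change below -70%; inconclusive means maximum activity change from -70% to -50%; inactive means maximum activity change above -50%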;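 further: thallium influx rate constant from kinetic fluorescence after stimulation buffer; on the % scale 0 is the no-effect control and ±100 the full control effect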
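Channel expression came from 3.1 mutant virus (1.77 x 10^8 /mL) applied to suspended U2OS cells for 4 h. Flux was tracked with FluxOr dye plus Red40 quencher, and kinetic rate constants normalized to controls.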
Active calls of the source: *; ? = inconclusive; · = not tested or not shown; & = joins results of further samples; [ ] = dose if it differs, or a comment. Unless noted, the call rests on the fitted dose curve; in most records, active means well fitted curve in the direction sought with a large enough effect; inconclusive means small, poorly fitted or top-dose-only effect, or another doubt; inactive means no such curve, though single readings can be large; an effect the other way counts as inactive or inconclusive.

SMILES	Coupling enz	NPC1 promoter act	Rab9 prom act	Giardia killer	Tb PFK inh	uPA surface inh	RORg inh	FLuc counter	Gal4-VP16 FLuc	ELG1 genotox	KCNH2 3.1 inh
C[C@@H](C(=O)Nc1ccc2ccccc2c1)[C@H]1C[C@]1(C)[C@H](NS(=O)(=O)c1ccccc1)c1ccccc1	2.6&-2.1	-4.2%	-9.4%	5.0	2.0%	-8.8%	-4.8%&-7.9%	-13.5%	5.8%&-3.1%	-1.0%	-11.1
CCOC(=O)C1=C(CSc2nc3c(cc2C#N)CN(C)CC3)OC(N)=C(C#N)C1c1ccc(Cl)cc1 (stereo unspecified)	0.5	2.2%	-1.8%[1.84 µM]	1.7	3.2%	4.4%	8.9%	0.7%	-9.7%	0.8%	-7.6
O=C(c1cc2sccc2n1Cc1ccccc1)N1CCCc2ccccc21	-2.1	?	18.9%	17.2	22.3%	4.6%	-0.9%	5.8%[2.3 µM]	-27.5%	-1.6%	-19.8
COc1cccc(NC(=S)N(CCN(C)C)Cc2cccs2)c1	-0.2	-8.7%	-1.5%	10.0	-1.4%	-0.4%	-25.5%	-0.5%	7.9%	0.0%	-7.5
CN1CCN(CCC(=O)Nc2ccccc2)CC1	8.1	-2.0%	2.4%	-7.4	-2.9%	-3.3%	-1.9%	0.1%	-1.8%	-0.5%	9.7
COc1cccc(N2C(=O)CC(N3CCN(S(=O)(=O)c4ccccc4)CC3)C2=O)c1 (stereo unspecified)	-0.5	7.1%	1.8%	16.5	1.3%	1.4%	21.3%	-0.4%	-0.3%	1.4%	-3.5
COc1ccc(C(=O)N2CCCC(C(N)=O)C2)cc1S(=O)(=O)N1CCOCC1 (stereo unspecified)	·	2.3%	-1.1%	-18.3	-5.9%	5.5%	·	4.4%	·	2.5%	11.6
COc1ccc(CCNC(=O)CSc2nnc(Cn3c(=O)sc4ccccc43)n2C)cc1OC	4.0	1.6%	-1.0%	-0.9	4.1%	·	-1.8%	5.2%	-0.6%	-1.3%	4.7
Clc1ccc(Cn2ccc(C3CC3)n2)cc1	-0.8	7.9%	-29.1%	2.5	-2.2%	-2.1%	-2.8%	?	-19.4%	14.0%	5.5
CCN1/C(=C2/SC(=S)NC2=O)Sc2ccccc21	-1.8	-5.0%	-7.0%	-9.7	4.7%	11.7%	-25.2%	-1.9%	-8.7%	9.4%	-2.3
CC(=O)Nc1ccc2nc(NC(=O)COc3ccccc3Cl)sc2c1	-1.1	26.5%	?	2.4	0.4%	-8.6%	18.7%	?	22.6%	13.6%	-5.6
C=CCNC(=O)C1CCC(C(=O)NCC=C)CC1 (stereo unspecified)	1.4	-1.8%	-4.5%	1.8	-4.4%	4.3%	-4.5%	-0.2%	-11.4%	1.2%	8.9
N#Cc1ccc(CN2CCN(CC(=O)Nc3ccccc3C(=O)NC3CC3)CC2)cc1	·	0.5%	-2.2%	-11.7	4.8%	-12.1%	·	0.9%	·	-1.6%	-102.6*
COC(=O)c1ccc(C(=O)NN)cc1	3.8	2.3%	1.3%	-2.0	0.7%	2.3%	-28.8%	-16.4%	-2.9%	-1.0%	9.8
CCN(CC)S(=O)(=O)c1ccc(/C=C/C(=O)OCC(=O)N(C)C)cc1	0.2	-1.5%	-1.0%	-12.9	2.8%	-2.7%	11.2%	-1.7%	-7.8%	0.4%	-29.7
Cc1ccc(C(=O)NCCn2c(N)c(C#N)c3nc4ccccc4nc32)cc1	-0.9	-4.7%	-2.8%	-18.1	-0.4%	10.4%	19.5%	1.0%	-13.9%	-0.4%	7.8
Cc1ccc(C(=O)CC(=O)c2ccccc2C)c(O)c1	0.5	20.7%	20.6%	-6.3	0.8%	-14.8%	3.55µM*	?	5.62µM*	-0.6%	-24.1
O=C(COC(=O)C1CCCCC1)Nc1ccc(N2CCCCC2)cc1	0.2	16.1%	14.0%	-4.5	-0.3%	4.4%	19.9%	21.3µM*	12.4%	6.0%	-7.3
COCCCNC(=S)N(CCCN(C)C)Cc1cc2cc3c(cc2[nH]c1=O)OCCO3	-1.0	-4.1%	-0.6%	-10.0	0.8%	2.9%	·	2.3%	·	4.3%	-14.5
O=C(CNC(=O)C1CCCCC1)NC1=NCCS1	3.6	-4.5%	1.0%	-1.8	6.1%	10.8%	-8.0%	4.8%	-10.6%	1.9%	4.1
O=C(CN(Cc1ccccc1C(F)(F)F)C(=O)CNC(=O)c1ccco1)NC1CCCC1	0.5	-1.9%	-6.8%	-24.6	1.4%	-3.4%	-5.1%	4.4%	0.9%	0.8%	3.3
CCCCN1CCc2c([nH]c3ccc(C)cc23)C1=O	2.1	2.82µM*	3.55µM*	-20.0	4.3%	-1.7%	25.2%	2.39µM*	5.5%	26.5%	-4.9
Cc1cc2oc(=O)c(CC(=O)O)c(C)c2c2occ(C(C)(C)C)c12	11.4	?	14.6%	-2.1	3.6%	-11.4%	-4.3%	21.3µM*	-19.0%	19.7%	-4.1
Cc1ccc(C(C)NC(=O)c2ccncc2)cc1C (stereo unspecified)	-0.7	-3.6%	-7.8%	9.0	1.0%	-1.9%	-15.4%	6.0%	-6.3%	-4.9%	-2.7
C[C@H](NC(=O)N1CCn2c1nc1ccccc12)C(=O)NCc1ccc(F)cc1	0.8	-1.6%	-0.2%	4.1	3.4%	-5.8%	-18.6%	0.7%	-7.1%	-2.0%	7.8
Cc1ccccc1NC(=O)Cc1nc(COC(=O)c2cccnc2Cl)cs1	·	-1.4%	1.1%	-3.9	0.5%	?	·	5.2%	·	3.0%	1.2
O=C(Nc1ccc(S(=O)(=O)Nc2cnc3ccccc3n2)cc1)c1ccc(Br)o1	10.6	-0.1%	-5.2%	-18.2	10.0%	·	-21.0%	16.9µM*	7.7%	-6.2%	-11.3
Cc1cc(C)cc(OCC(=O)NNC(=S)NC(=O)C2CC2)c1	·	1.6%	0.1%	-2.3	6.4%	1.6%	?	4.7%	-20.7%	5.0%	-70.2*
C/C(=N\NC(=S)NCc1ccccc1)c1ccccc1	-0.2	1.1%	2.7%	20.4	3.2%	1.0%	3.55µM*	?	3.55µM*	7.8%	5.7
O=C(/C=C/c1ccc([N+](=O)[O-])s1)N1CCCCC1	5.9	-6.5%	24.5%	-82.0*	1.6%	-14.0%	11.2µM*	-7.5%	?	10.9%	-4.9
Cc1c(OC(C)C(=O)O)ccc2c3c(c(=O)oc12)CCCC3 (stereo unspecified)	9.4	0.6%	-7.5%[1.84 µM]	19.9	13.4%	-2.4%	-1.0%	-1.5%	8.1%	1.4%	11.5
CCN(C#N)c1nc(N(C)C)nc(N(C)C)n1	4.7	-1.8%	-4.7%	-2.5	-11.6%	·	6.8%	0.9%	15.6%	0.5%	4.0
CN1CCCCCC1=NC1=C(C#N)CCCC1	1.6	-3.3%	-0.6%	4.5	0.7%	4.0%	-16.1%	0.2%	-3.6%	-0.3%	-5.4
CC(C)CC(=O)NC(=S)Nc1ccc(CN2CCOCC2)cc1	1.6	-1.6%	-1.3%	12.2	-10.4%	5.0%	4.47µM*	-12.7%	11.2%	-0.3%	-2.2
O=C(NC(Cc1c[nH]c2ccccc12)C(=O)O)/C(=C\c1ccc2c(c1)OCO2)NC(=O)c1ccccc1 (stereo unspecified)	5.8	-0.4%	-0.2%	-12.4	0.6%	2.5%	4.0%	7.6%	-3.9%	0.1%	3.5
CNC(=O)C1CCN(C(=O)c2ccc(-c3ccccc3)cc2)CC1	0.2	6.7%	8.6%	-5.4	0.9%	-5.2%	-15.5%	-11.8%	?	-4.4%	-2.1
O=C(c1cc2nc(-c3ccco3)cc(C(F)(F)F)n2n1)N1CCCCCC1	-0.1	-2.0%	6.9%	-5.7	-1.6%	-12.2%	12.2%	21.3µM*	-1.7%	-16.2%	1.6
O=C(Nc1ccc(C(=O)O)cc1)/C(=C\c1ccc2c(c1)OCO2)NC(=O)c1ccco1	1.2	-0.3%	-1.6%	2.4	?	4.6%	-12.4%	4.7%	-5.6%	0.8%	-4.0
CCN(C(=O)C1CCN(S(=O)(=O)c2cccc3nonc23)CC1)c1ccccc1	1.6	-2.5%	-6.1%	-8.6	1.2%	-1.3%	-29.9%	5.0%	9.6%	-2.3%	0.6
CCOC(=O)CNC(=O)Cn1cnc2c(oc3ccccc32)c1=O	-0.4	-1.4%	2.4%	-27.7	-4.4%	4.9%	16.1%	-13.5%	-11.4%	-0.8%[9.26 µM]	10.1
COc1ccc(/C=C2/Sc3ccc(C(=O)NCCN4CCCCCC4)cc3NC2=O)cc1	-1.1	-6.3%	-3.2%	-6.0	-0.1%	2.0%	?	?	20µM*	1.2%[9.26 µM]	-20.5

Bioassay records deposited in PubChem BioAssay by National Center for Advancing Translational Sciences (NCATS).
